NPSR antag: antagonists of human neuropeptide S receptor cAMP signaling | CHO-NPSR cells, cAMP TR-FRET, antagonist mode | Potency, µM (titrated, usually from 38.3 µM), for inactives: top-dose activity change, negative = inhibition, hits mostly inhibitors | hit rate 1% among 220,000 | AID 1461; further: potency means the concentration at half of the fitted maximal effect; on the % scale 0 is the no-effect control and ±100 the full control effect; nearly all actives have a fitted effect of over 50% in size; many of its hits are not listed in these tables
GLA spleen mod: alpha-galactosidase A (human) modulation; Potency, µM (highest dose often 80 µM), for inactives: at the highest dose activity change, negative = inhibition, actives largely listed as inhibitors; human spleen homogenate, 4MU-alpha-Gal fluorescence, 40 min; P06280; AID 2107; hit rate 0.008% among 240,000;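 further: potency means the concentration at half of the fitted maximal effect; 0% = enzyme with vehicle and -100% = no enzyme basal signal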
Target sequence (P06280 32-429 limits assumed): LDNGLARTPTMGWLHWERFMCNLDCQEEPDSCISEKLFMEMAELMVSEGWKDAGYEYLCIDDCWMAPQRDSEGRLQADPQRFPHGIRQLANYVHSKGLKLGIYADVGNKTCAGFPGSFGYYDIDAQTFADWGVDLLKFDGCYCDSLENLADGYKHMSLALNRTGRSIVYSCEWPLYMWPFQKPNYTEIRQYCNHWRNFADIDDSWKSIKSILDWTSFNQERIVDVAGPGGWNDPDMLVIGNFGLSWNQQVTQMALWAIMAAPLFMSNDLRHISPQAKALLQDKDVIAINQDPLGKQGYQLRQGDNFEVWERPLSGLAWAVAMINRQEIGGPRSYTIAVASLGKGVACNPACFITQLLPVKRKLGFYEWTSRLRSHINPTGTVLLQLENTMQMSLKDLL
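Inhibition or activation of alpha-galactosidase in human spleen homogenate is scored by 4-MU fluorescence after 40 min at 37C, pH 5.0, with 1 mM substrate. AC50s come from concentration-response fitted to the Hill equation.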
TRb-SRC2 inh: TRbeta-SRC2 interaction inhibition; Potency, µM (series often up to 106 µM), for inactives: at the top dose activity change, negative = inhibition, actives largely listed as inhibitors; hit rate 0.065% among 280,000; TRbeta-SRC2 peptide binding, fluorescence polarization; receptor liganded with 1 µM T3; AID 1469;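 further: potency means the concentration at half of the fitted maximal effect; plate controls were bound peptide for no effect and peptide without receptor for full effect; nearly all actives have a fitted effect of over 50% in size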
Target sequence (P10828 whole entry, looked up): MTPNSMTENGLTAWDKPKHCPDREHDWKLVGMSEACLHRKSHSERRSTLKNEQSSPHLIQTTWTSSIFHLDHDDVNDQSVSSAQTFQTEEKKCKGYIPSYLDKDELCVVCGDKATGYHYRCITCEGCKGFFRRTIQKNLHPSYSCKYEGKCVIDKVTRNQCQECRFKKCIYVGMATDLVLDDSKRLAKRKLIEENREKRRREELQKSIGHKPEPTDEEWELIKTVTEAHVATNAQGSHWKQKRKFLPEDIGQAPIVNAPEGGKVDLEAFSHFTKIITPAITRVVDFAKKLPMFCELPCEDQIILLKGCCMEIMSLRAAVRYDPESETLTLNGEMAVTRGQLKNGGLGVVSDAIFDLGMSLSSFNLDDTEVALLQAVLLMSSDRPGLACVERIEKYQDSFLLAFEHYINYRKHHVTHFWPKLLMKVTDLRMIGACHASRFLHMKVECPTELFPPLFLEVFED
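Polarization signal, normalized between peptide-alone and full complex controls, measured compound effects on T3-liganded human TRb LBD (0.6 uM) binding 20 nM Texas Red SRC2 peptide after 5 hr.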
Epigenetic derep: derepresses silenced GFP reporter in murine cells | murine LDR cells, GFP reporter derepression, 30 h | Potency, µM (titrated, usually from 53.9 µM), for the others: top-dose GFP activation, most hits filed as activators | hit rate 0.2% among 280,000; further: potency means the concentration at half of the fitted maximal effect; % of control where 0% means no effect; nearly all actives have a fitted effect of over 60% in size
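Murine LDR cells bearing a silenced CMV-driven GFP reporter were exposed to compound for 30 h at 37 C. After PBS washes, GFP-positive cells (20-120 um objects) counted by laser-scanning microplate cytometry.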
Tau fluor counter: counter-screen for tau fibril formation inhibitors. tau K18 P301L (four-repeat tau fragment) Alexa594 fluorescence, heparin fibrillization. Potency, µM (titrated, usually from 57.7 µM), for inactives: at the highest dose activity change, negative = decrease. hit rate 0.93% among 280,000; further: potency means the concentration at half of the fitted maximal effect; on the % scale 0 is the no-effect control and ±100 the full control effect; nearly all actives have a fitted effect of over 55% in size
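Human K18 P301L tau (15 uM unlabeled plus 0.24 uM Alexa 594-labeled, final) in 100 mM sodium acetate pH 7 was mixed with compound and 20 uM heparin and incubated 6 hr at 37 C.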
CBFb RUNX1 block: inhibitors of human CBF-beta and RUNX1 interaction. AlphaScreen CBFb-His/RUNX1-biotin binding, biochemical. Potency, µM (highest dose often 59.8 µM), inactives show at the highest dose activity, negative = inhibition, actives largely listed as inhibitors. 230,000 tested, under 10 active; further: % of control where 0% means no effect
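Read-out: AlphaScreen. Format: His-CBF-beta with biotinylated RUNX1 (30 nM each) preincubated 20 min, compound 15 min, Ni-chelate plus streptavidin beads 90 min; room temperature throughout.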
TR SRC2 fluor cs: counter-screen for TRb-SRC2 inhibitors: fluorescence interference; TRb/SRC2 Texas Red total fluorescence interference; Potency, µM (top dose mostly 106 µM), without a hit: top-dose fluorescence change, negative = quenching; hit rate 0.29% among 280,000; active means well fitted curve in either direction with a large enough effect; inconclusive means small, poorly fitted or top-dose-only effect; further: potency means the concentration at half of the fitted maximal effect; on the % scale 0 is the no-effect control and ±100 the full control effect
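Human TRβ ligand-binding domain (0.6 uM) and Texas Red SRC2 peptide (20 nM) in Tris buffer with 1 uM T3 and 5% DMSO were incubated with pinned compound for 5 hr at ambient temperature. Total fluorescence was computed as S + 2P (555/632 nm).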
Tau FP inhib: tau fibrillization inhibition (FP); P10636; K18 P301L tau heparin fibrillization, Alexa594 FP, 6 h; Potency, µM (doses to about 57.7 µM), without a hit: at the top dose activity, negative = inhibition, hits mostly inhibitors; hit rate 0.39% among 280,000; AID 1468; further: potency means the concentration at half of the fitted maximal effect; on the % scale 0 is the no-effect control and ±100 the full control effect; nearly all actives have a fitted effect of over 55% in size
Target sequence (P10636 561-689 P618L limits assumed): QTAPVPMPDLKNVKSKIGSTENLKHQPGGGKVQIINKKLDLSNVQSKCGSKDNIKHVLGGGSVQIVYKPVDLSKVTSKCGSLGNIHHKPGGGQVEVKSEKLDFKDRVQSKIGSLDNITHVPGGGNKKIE
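Quantitative HTS format: compounds meet 15 uM recombinant K18 P301L tau and Alexa 594-tau tracer in 100 mM sodium acetate pH 7; 20 uM heparin triggers fibrillization at 37 C over 6 hr; FP gives the signal.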
Starred values were filed as active, the others as inactive; ? = inconclusive; . = not tested or not shown; & = joins results of further samples; [ ] = another dose, or the depositor's remark. Unless noted, the call rests on the fitted dose curve; in most records, active means well fitted curve in the direction sought with a large enough effect; inconclusive means small, poorly fitted or top-dose-only effect, or another doubt; inactive means no such curve, though single readings can be large; an effect the other way counts as inactive or inconclusive. Not all compounds are listed (hit frequency here may not be typical).

SMILES	NPSR antag	GLA spleen mod	TRb-SRC2 inh	Epigenetic derep	Tau fluor counter	CBFb RUNX1 block	TR SRC2 fluor cs	Tau FP inhib
Cc1ccc(CSCCC(=O)N2CCN(c3cc(C)ccc3C)CC2)cc1	.	.	2%	4.5%	-9%	.	-3%	7%
O=C(NCc1ccco1)c1ccc(-c2cccc(Cl)c2)o1	21%	1%	0%	-1.1%	-6%	6%	-1%	-14%
O=C(CCCCCN1C(=O)CCC1=O)Nc1ccc2c(c1)OCCO2	0%[46.1 µM]	5%	-6%	0.0%	-2%	5%	1%	-5%
O=C(CNC1CCCC1)Nc1cc(Cl)ccc1[N+](=O)[O-]	24%	-5%	-7%	-0.2%	-4%	3%	-1%	0%
COc1ccc(-c2nc3nc(C)cc(C)n3c2Nc2c(C)cccc2C)cc1	.	.	-7%	11%	-24%	.	-1%	4%
O=C(Nc1ccc(F)cc1)Nc1cc(S(=O)(=O)N2CCOCC2)ccc1N1CCCC1	-5%	9%	-5%	0.0%	-1%	-9%	0%	2%
O=C(CN1C(=O)/C(=C/c2ccccc2F)Oc2ccccc21)N1CCN(c2ccccn2)CC1	-1%	-2%	1%	-1.1%	-6%	12%	-1%	-4%
Cc1cc(C)c2c(c1)/C(=N/NS(=O)(=O)c1ccc(Br)cc1)CCC2	?	13%	4%	4.2%	-15%	-1%	-4%	-5%
CCSc1nnc(-c2cnn(-c3ccccc3)c2-n2cccc2)n1C	-13%[46.1 µM]	-12%	-20%	0.6%	-6%	-5%	1%	5%
CC(=O)NC(CCS(C)(=O)=O)C(=O)Nc1cc(Cl)ccc1Cl (stereo unspecified)	5%	5%	-7%	0.0%	-7%	9%	-2%	-2%
CCNC(=S)NNC(=O)c1cc(-c2cccc(OCC)c2)nc2ccccc12	-12%[46.1 µM]	2%	-6%	-1.5%	-25%	-9%	-2%	11%
CCOc1ccc(C(=O)NCC(=O)OCc2cc([N+](=O)[O-])cc3c2OCOC3)cc1OCC	2%	4%	1%	-1.1%	-5%	-6%	1%	3%
CCn1nc(C)c(/C=N/NC(=O)c2ccoc2C)c1C	-1%[46.1 µM]	0%	-4%	-2.0%	-7%	0%	-5%	-8%
Cc1cc(-c2onc(C)c2C(N)=O)no1	-16%	1%	-3%	-0.3%	0%	6%	-1%	6%
Cc1ccccc1-n1c(SCC(=O)c2c(N)n(C)c(=O)n(C)c2=O)nnc1-c1cccnc1	15%	-19%	-5%	0.0%	2%	1%	-1%	6%
Cc1ccc2c(c1)sc1ncc(NC(=O)c3ccc(F)cc3)c(=O)n12	8%	0%	6%	-2.4%	0%	4%	-2%	2%
C=C(C)c1ccc(C(C)(C)NC(=O)NCc2ccco2)cc1	-16%[46.1 µM]	2%	6%	-1.0%	1%	3%	0%	4%
COc1ccc(S(=O)(=O)NCC2CCCN(C(=O)c3cccnc3)C2)cc1 (stereo unspecified)	-5%	1%	3%	15%	-6%	1%	-2%	-6%
COc1ccc(Nc2ccc3nnc(-c4ccc(Br)cc4)n3n2)cc1	6%[46.1 µM]	2%	-2%	0.9%	-17%	-3%	-3%	8%
Cc1cccc(NC(=O)CSc2nc3nc(C)cc(C)c3c(=O)[nH]2)c1	-20%[46.1 µM]	-5%	-1%	-0.9%	-4%	-7%	-4%	0%
COC(=O)c1cc(NC(=O)c2cccc([N+](=O)[O-])c2C)ccc1Cl	-12%	0%	1%	1.1%	-24%	5%	-4%	-14%
COc1ccc(NC(=O)COC(=O)c2c(-c3ccccc3)noc2C)cc1	-9%[46.1 µM]	-2%	5%	-1.0%	-20%	2%	-1%	-3%
O=c1[nH][nH]c(-c2ccccc2)c1C=Nc1ccc(Cl)cc1	-15%[46.1 µM]	-1%	-6%	0.8%	-4%	-3%	-1%	-5%
CCn1cc(C(=O)NCCOC)c(=O)c2cc(S(=O)(=O)N3CCOCC3)ccc21	.	.	2%	-1.3%	4%	.	0%	-2%
O=C(/C=N/O)NCCN1CCCCC1	-21%[46.1 µM]	1%	4%	9.8%	-9%	3%	1%	-4%

Looked up by structure from the list above:
SMILES	NPSR antag	GLA spleen mod	TRb-SRC2 inh	Epigenetic derep	Tau fluor counter	CBFb RUNX1 block	TR SRC2 fluor cs	Tau FP inhib
O=C(NCc1ccco1)c1ccc(-c2cccc(Cl)c2)o1	21%	1%	0%	-1.1%	-6%	6%	-1%	-14%
O=C(Nc1ccc(F)cc1)Nc1cc(S(=O)(=O)N2CCOCC2)ccc1N1CCCC1	-5%	9%	-5%	0.0%	-1%	-9%	0%	2%
C=C(C)c1ccc(C(C)(C)NC(=O)NCc2ccco2)cc1	-16%[46.1 µM]	2%	6%	-1.0%	1%	3%	0%	4%

(listing goes on)
SMILES	NPSR antag	GLA spleen mod	TRb-SRC2 inh	Epigenetic derep	Tau fluor counter	CBFb RUNX1 block	TR SRC2 fluor cs	Tau FP inhib
COC(=O)c1ccc(C(NC(=O)OCc2ccccc2)/C(=C/[C@@H](C)C(=O)NCc2ccc(S(C)(=O)=O)cc2)c2cccnc2)cc1 (stereo partly specified)	.	0%	4%	-1.2%	-1%	7%	-4%	0%
O=C(NCc1cccnc1)c1ccc(S(=O)(=O)N2CCCCC2)cc1	3%[46.1 µM]	2%	-7%	1.9%	-5%	3%	1%	2%
CCc1ccc2c(c1)cc(CN(C(=S)Nc1cccc(C)c1)C1CC1)c1nnnn12	-5%[46.1 µM]	-14%	-1%	0.0%	-11%	-1%	-3%	4%
Cc1cccc(OCCCC(=O)Nc2ccc(N3CCCCC3)cc2)c1C	-1%[46.1 µM]	-9%	-4%	-1.0%	-15%	4%	2%	-4%
CSCC[C@@H](C(=O)Nc1cccc(F)c1)N1Cc2ccccc2C1=O	.	.	-5%	0.0%	-26%	.	-1%	3%
Cc1ccc(S(=O)(=O)Nc2ccc(NC(=O)c3cccnc3)cc2)cc1	32%	-4%	-3%	3.1%	-11%	10%	-3%	-3%
COc1ccc(N(CC(=O)Nc2ccc3c(c2)OCO3)S(=O)(=O)c2ccc(C)cc2)cc1OC	31%	-3%	1%	0.8%	?	4%	-2%	5%
COc1ccc(Cl)cc1CSc1ncn[nH]1	8%	5%	10%	6.0%	-21%	6%	-2%	-3%
CN(C(=O)COc1cccc(Br)c1)C1CCS(=O)(=O)C1 (stereo unspecified)	-2%[46.1 µM]	0%	-4%	-2.0%	-1%	2%	-4%	-7%
Cc1ccc(CN2CCN(CC(=O)O)C2=O)cc1	22%	-4%	0%	-4.0%	0%	-4%	-1%	-1%
CCOC(=O)c1cnc(SCC(=O)c2ccc(Cl)cc2)nc1N	-18%[46.1 µM]	-7%	0%	-0.7%	-19%	8%	-5%	-8%
CCc1cccc(NC(=O)CCn2c(=O)c3cccn3c3cccnc32)c1	.	.	-1%	1.1%	2%	.	0%	-2%
Cc1ccc(N2CCn3c2nc2c3c(=O)n(Cc3cccc(Cl)c3)c(=O)n2C)cc1C	.	.	2%	2.5%	-6%	.	-1%	-2%
CCc1cc2c(=O)c(-c3nc4ccccc4n3C)c(C)oc2c(CN2CCOCC2)c1O	1%[46.1 µM]	12%	-21%	-0.9%	-11%	7%	-1%	1%
Cn1c(N2CCOCC2)cc(=O)n(C)c1=O	-18%	6%	-1%	-11%	1%	9%	-5%	7%
Cc1cccn2c(=O)c(C(=O)N3CCN(c4ccccc4F)CC3)cnc12	.	.	-6%	1.3%	7%	.	-2%	-1%
COc1ccc(-c2oc3ncn4nc(COc5ccccc5C)nc4c3c2-c2ccc(OC)cc2)cc1	.	.	-1%	-1.6%	-7%	.	2%	0%
CC(C)Oc1ccc(Cc2cnc(=S)[nH]c2N)cc1	5%	-12%	-7%	3.1%	6%	-5%	-1%	-4%
Cc1cc(C)c(C)c(S(=O)(=O)ON2C(=O)c3ccccc3C2=O)c1C	?	9%	-4%	?	-16%	9%	-2%	?
O=S(=O)(NCc1ccco1)c1ccccc1Br	1%	8%&2%	1%&8%	1.1%	2%	3%&-1%	-2%&-1%	-2%
Cc1sc(NC(=O)Cn2[nH]c(=O)c3ccccc3c2=O)nc1-c1ccccc1	-9%	-3%	-3%	?	-13%	-6%	0%	10%
O=C(Nc1ncccn1)C1CCCN1S(=O)(=O)c1ccc(Cl)c(Cl)c1 (stereo unspecified)	-14%[46.1 µM]	2%	-10%	-1.1%	1%	3%	2%	-1%
Cc1c(NC(=O)c2ccc(N(C)S(=O)(=O)c3ccccc3)cc2)c(=O)n(-c2ccccc2)n1C	1%	0%	1%	-4.4%	2%	-7%	-2%	0%
O=C(Nc1ccc(Cl)cc1)Nc1ccc(N2CCC(C(F)(F)F)CC2)nc1	-2%	-7%	-18%	1.5%	?	-6%	1%	7%
FC(F)(F)c1cccc(NC(=S)N(CCCN2CCCC2)Cc2cccn2Cc2ccc(Cl)cc2)c1	10µM*	3%	2%	-0.3%	?	4%	-2%	-14%
SMILES	NPSR antag	GLA spleen mod	TRb-SRC2 inh	Epigenetic derep	Tau fluor counter	CBFb RUNX1 block	TR SRC2 fluor cs	Tau FP inhib
Cc1[nH]c2ccccc2c1CN1CCC(CO)(Cc2ccccc2)CC1	-1%	9%	7%[53 µM]	3.1%	-16%	-3%	0%[53 µM]	5%
COc1ccc(NC(=O)N2CCC(n3c(C)nc4cccnc43)CC2)cc1OC	.	.	1%	-4.4%	-9%	.	1%	3%
COc1ccc(CSCC(=O)N/N=C/c2ccccc2O)cc1	-6%	9%	-9%	-0.8%[10.1 µM]	-27%	3%	-2%	-9%
Cc1ccc(NS(=O)(=O)c2cn(C)c(C)n2)c(Br)c1	.	.	-7%	-1.7%	-5%	.	0%	-6%
c1ccc(NCc2nc(-c3ccccc3)no2)cc1	-3%[46.1 µM]	0%	2%	0.0%	-22%	12%	-3%	6%
COc1cc(/C=C2\CC/C(=C\c3ccc(OCCO)c(OC)c3)C2=O)ccc1OCCO	-23%	11%	15%	?	-27%	0%	-13%	?
C=CCNC(=O)C1CC(=O)N(c2ccc(C)cc2)C1 (stereo unspecified)	11%[46.1 µM]	-20%	-17%	-7.3%	-4%	6%	4%	-2%
C=CCNC(=O)C1CC(=O)N(c2ccc(OCC(=O)Nc3ccccc3)cc2)C1 (stereo unspecified)	-3%[46.1 µM]	-1%	-4%	-1.1%	0%	12%	1%	-1%
